Screening data from PubChem.
HEK293 tox: cytotoxicity in counter-screen for GLP-1R inverse agonists; 410,000 tested, 0.13% active; HEK293 cAMP-luciferase reporter cells, luminescence, 24 h; Potency, µM (highest dose often 38.3 µM), for inactives: at the highest dose activity change, negative = inhibition, actives largely listed as inhibitors;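 further: loss of luciferase light is scored as toxicity; potency means the concentration at half of the fitted maximal effect; on the % scale 0 is the no-effect control and ±100 the full control effect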
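Step one: seed cells (200 cells/uL, DMEM with 10% Nu serum, 1% pen-strep). Step two: 12-hour incubation at 37 deg C. Step three: pin 23 nL compound, incubate 24 hr. Step four: add luciferase reagent, read luminescence 12 min later.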
GLP1R inv ag: inverse agonists of human GLP-1 receptor; P43220; Potency, µM (series often up to 38.3 µM), for the others: at the highest dose activity change, negative = inhibition, usual class: inhibitors; HEK293 GLP-1R CRE-luciferase, luminescence, 24 h; GLP-1R form is constitutively active; AID 624417; 410,000 tested, 1.6% active; further: potency means the concentration at half of the fitted maximal effect; on the % scale 0 is the no-effect control and ±100 the full control effect; nearly all actives have a fitted effect of over 55% in size
Target sequence (P43220 whole entry, looked up): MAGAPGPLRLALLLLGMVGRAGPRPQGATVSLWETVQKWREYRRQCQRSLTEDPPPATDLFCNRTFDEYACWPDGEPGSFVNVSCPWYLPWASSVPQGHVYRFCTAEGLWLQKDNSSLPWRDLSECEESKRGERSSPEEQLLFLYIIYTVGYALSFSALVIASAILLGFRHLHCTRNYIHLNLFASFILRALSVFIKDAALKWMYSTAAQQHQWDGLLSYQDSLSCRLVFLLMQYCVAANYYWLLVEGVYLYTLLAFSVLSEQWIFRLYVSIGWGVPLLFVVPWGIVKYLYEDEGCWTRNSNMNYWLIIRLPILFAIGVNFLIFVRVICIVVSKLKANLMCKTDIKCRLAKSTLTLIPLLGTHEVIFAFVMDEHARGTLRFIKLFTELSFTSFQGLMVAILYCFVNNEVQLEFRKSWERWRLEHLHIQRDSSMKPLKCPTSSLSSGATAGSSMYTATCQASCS
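Luminescence readout: a drop in cAMP-driven luciferase signal flags inverse agonism at a constitutively active GLP-1R stably expressed in HEK293. Compound exposure lasted 24 hr at 37 deg C, 5% CO2.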
PLK1 PBD block: PLK1 (human) polo-box domain binding inhibition | P53350 | Plk1 PBD binding of FITC phosphopeptide, fluorescence polarization | Potency, µM, without a hit: max response, negative = inhibition, actives largely listed as inhibitors | 360,000 tested, 2.8% active | AID 720504; further: potency means the concentration at half of the fitted maximal effect; series mostly up to about 57 µM; on the % scale 0 is the no-effect control and ±100 the full control effect; nearly all actives have a fitted effect of over 65% in size
Target sequence (P53350 whole entry, looked up, the tested form may be a part): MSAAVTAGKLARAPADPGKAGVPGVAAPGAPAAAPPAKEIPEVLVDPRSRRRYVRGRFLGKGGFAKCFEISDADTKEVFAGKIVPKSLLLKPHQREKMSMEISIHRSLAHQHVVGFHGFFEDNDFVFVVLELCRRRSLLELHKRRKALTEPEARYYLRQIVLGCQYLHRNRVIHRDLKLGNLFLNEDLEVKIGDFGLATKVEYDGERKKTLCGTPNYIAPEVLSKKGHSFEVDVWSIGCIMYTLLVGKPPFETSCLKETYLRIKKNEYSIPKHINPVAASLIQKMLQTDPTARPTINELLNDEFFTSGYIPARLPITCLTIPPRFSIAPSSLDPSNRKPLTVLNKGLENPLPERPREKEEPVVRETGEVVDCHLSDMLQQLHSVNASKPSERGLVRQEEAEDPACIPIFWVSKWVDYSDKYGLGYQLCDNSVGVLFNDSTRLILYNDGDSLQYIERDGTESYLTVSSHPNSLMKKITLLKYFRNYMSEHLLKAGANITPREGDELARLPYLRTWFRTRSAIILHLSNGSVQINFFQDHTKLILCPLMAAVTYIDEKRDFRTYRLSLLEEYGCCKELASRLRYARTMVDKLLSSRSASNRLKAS
IL-2 act: activates IL-2 in a cell-based reporter assay | activation, % (series mostly up to about 46 µM) | AID 652025 | 360,000 tested, 0.065% active | IL-2 activation reporter assay, cell-based qHTS; stimulated with anti-CD3/CD4/CD28 beads; in transgenic mouse T cells; in the data active means activation above about 50%; inconclusive means mostly about 30% to 49%; further: 0% is about no effect
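Using fluorescent plate cytometry, EGFP and DsRed are detected in transgenic mouse T cells stimulated 18 h at 37 degrees C with antibody-coated beads after 60 min compound pretreatment.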
D3 ag: activates the human D3 dopamine receptor; P35462; D3R DiscoveRx beta-arrestin cells, luminescence, 90 min; max activation, %; 410,000 tested, 0.58% active; AID 652048; in the data active means max activation above about 30%; further: 0% is about no effect; mostly tested at two doses, the higher about 12 µM
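Cells at 1500/well, incubated overnight, then treated with pinned compounds (dopamine as control) for 90 min at 37 degrees C. DiscoveRx reagent added for 30 - 60 minutes at room temperature; luminescence read.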
GLP1R ag: GLP-1 receptor (human) agonism; P43220; HEK293 GLP-1R CRE-luciferase, luminescence, 4-6 h; cells express a hypersensitive GLP-1R form; Potency, µM (titrated, usually from 45.6 µM), without a hit: top-dose activation, usual class: activators; 380,000 tested, 0.007% active; further: potency means the concentration at half of the fitted maximal effect; % of control where 0% means no effect
PI5P4K alpha inh: inhibitors of human PI5P4K alpha. PI5P4Kalpha enzyme, ADP-Glo luminescence, 60 min; hits give low values. max response, %. 330,000 tested, 1.2% active. AID 652105; active means max response of -50% or lower; inconclusive means between -30% and -50%; inactive means -30% or higher; further: value at the top dose of about 77 µM; on the % scale 0 is the no-effect control and ±100 the full control effect
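Compounds were pin-transferred onto PI5P4Kalpha and substrate in HEPES pH 7.4 buffer with EGTA, CHAPS and 5% DMSO. ATP (5 microM final) started the reaction, which ran 60 minutes at room temperature before ADP-Glo detection.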
D3 antag: antagonists of human D3 dopamine receptor; AID 652054; 360,000 tested, 2.5% active; max response, negative = inhibition, %; P35462; D3R cells, DiscoveRx beta-arrestin luminescence, antagonist mode; hits give low values; in the data active means max response below about -50%; inconclusive means no clear call, values can overlap the other calls; further: on the % scale 0 is the no-effect control and ±100 the full control effect; mostly tested at two doses, the higher about 12 µM
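Cells expressing the human receptor were seeded at 1500 cells/well, incubated overnight at 37 degrees C in 5% CO2, then exposed to library compounds with dopamine controls for 90 minutes at 37 degrees C before luminescent detection.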
WRN helicase inh: inhibitors of human WRN helicase. 360,000 tested, 0.46% active. WRN helicase unwinding, fluorescent forked duplex, kinetic. Q14191. Potency, µM (series often up to 114 µM), inactives show at the highest dose activity change, negative = inhibition, most hits filed as inhibitors; further: potency means the concentration at half of the fitted maximal effect; on the % scale 0 is the no-effect control and ±100 the full control effect; nearly all actives have a fitted effect of over 55% in size
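Primary qHTS, 1536-well format. 20 nM WRN + compound, 15 min RT; start with 100 nM forked fluorophore/quencher duplex, 2 mM ATP (final); kinetic read ex 525/em 598 nm.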
An asterisk follows results filed as active; ? = inconclusive; nt = no result given; & = joins results of further samples; [ ] = another dose, or the depositor's remark. Unless noted, the call rests on the fitted dose curve; in most records, active means well fitted curve in the direction sought with a large enough effect; inconclusive means small, poorly fitted or top-dose-only effect, or another doubt; inactive means no such curve, though single readings can be large; an effect the other way counts as inactive or inconclusive.

SMILES	HEK293 tox	GLP1R inv ag	PLK1 PBD block	IL-2 act	D3 ag	GLP1R ag	PI5P4K alpha inh	D3 antag	WRN helicase inh
CCOC(=O)c1c(NC(N)=O)sc(C)c1C	-12%	0%	-1%	-3.2	0	?	-4	9	4%
O=C(O)c1nccnc1C(=O)NCCc1c[nH]c2ccccc12	-3%	26%	0%	-0.3	11	-1%	-1	-3	-7%
COc1ccc(CNC(=O)CNS(=O)(=O)c2cccs2)cc1	-1%	18%	-1%	0.8	4	0%	6	0	1%
CCOc1ccc(NC(=O)CCC(=O)OC)cc1	2%	-1%	-11%	1.9	-13	-6%	nt	24	-5%
COc1ccccc1N(CC(=O)NCCSc1ccccc1)S(C)(=O)=O	-15%	0%	-4%	0.0	1	6%	nt	-6	-4%
C=CCn1c(=NC(=O)CN2C(=O)CCC2=O)sc2cccc(OC)c21	0%	24%	-8%	-3.0	-9	-1%	-5	-13	5%
COc1ccccc1OCCNS(=O)(=O)c1ccc2oc3ccccc3c2c1	15%	?	-6%	0.4	18	19%	-1	8	-7%
COc1ccc2[nH]c(=O)c(CN(C(C)=O)c3cc(C)ccc3C)cc2c1	4%	6%	2%	-2.1	-2	5%	-5	11	15%
Cc1ccc(S(=O)(=O)c2cn(CC(=O)Nc3ccc(C)c(Cl)c3)c3ccc(C)cc3c2=O)cc1	-14%	-14%	nt	nt	0	-1%	nt	nt	nt
COc1ccc(Cl)cc1NC(=S)Nc1cccnc1	2%	3%	-20%	-2.0	-17	21%	2	?	1%
COC(=O)COc1cccc(/C=N/NC(=O)CCSc2ccccc2)c1	12%[7.66 µM]	16%[7.66 µM]	?	0.3	-2	14%	3	-12	-4%
C/C(=C\c1ccccc1F)C(=O)c1c(C)cc(C)[nH]c1=O	10%	?	-10%	-7.2	-6	-1%	0	-14	3%
COc1ccc(NC(=S)N2CCc3ccccc3C2)cc1OC	-10%	3%	7%	-0.8	1	-6%	1	11	4%
O=C(CN(Cc1ccc2c(c1)OCO2)C(=O)CNS(=O)(=O)c1ccccc1)NCC1CCCO1 (centres undefined)	3%	1%	-4%	0.2	8	1%	-3	-1	-4%
COc1ccc(C(=O)C2CCN(C(=O)c3ccc(OC)cc3)CC2)cc1	12%	-12%	1%	-0.2	-3	0%	6	7	2%
C[C@H](CO)N1C[C@H](C)[C@@H](CN(C)Cc2ccccc2C(=O)O)OCc2cnnn2CCCC1=O	-8%	-4%	-26%	-1.3	-5	-7%	0	-22	8%
C=CCn1c(-c2ccc(F)cc2)n[nH]c1=S	12%	7%	-13%	-3.6	7	1%	1	-7	16%
Cc1nn(-c2nnc(C)c(=O)[nH]2)c(C)c1SCC(=O)Nc1ccc(F)cc1	-14%	4%	?	-0.1	-7	-2%	-2	?	-14%
Cc1cc(N)n(-c2ccc(Oc3ccccc3)c(S(=O)(=O)O)c2)n1	2%	16%	?	1.1	3	-3%	-4	-12	-36%
Cc1cc(NC(=O)c2ccc(-c3ccc(Br)cc3)o2)cc(-c2nc3ncccc3o2)c1O	4%	5%	nt	nt	2	0%	nt	nt	nt
O=C(Nc1ccc(S(=O)(=O)NC2=NCCCCC2)cc1)c1ccccc1Cl	-3%	-1%	-25%	-3.4	-1	-3%	5	1	3%
COc1ccc(NC(=O)CN(C)CCOc2ccc(Cl)cc2)cc1OC	-2%	9%	2%	-3.1	-4	8%	-7	2	-2%
COc1cccc2cc(C(=O)c3ccc([N+](=O)[O-])cc3)oc12	4%	28%	-1%	-3.2	-4	7%	4	-8	-5%
Fc1ccccc1OCCSc1ncnc2nc[nH]c12	7%	14%	-8%	0.6	0	15%	-2	6	4%
CCOC(=O)CCC(=O)NCc1ccc2[nH]c(C)cc2c1	-17%	4%	-2%	-1.7	-6	0%	nt	14	-13%
SMILES	HEK293 tox	GLP1R inv ag	PLK1 PBD block	IL-2 act	D3 ag	GLP1R ag	PI5P4K alpha inh	D3 antag	WRN helicase inh
CC(=O)Oc1cccc(N2C(=O)CC(Nc3ccc(N4CCOCC4)cc3)C2=O)c1 (centres undefined)	-6%	6%	-17%	-0.1	5	0%	-4	4	-9%
CC(CN1CCOCC1)OC(=O)c1cccs1 (centres undefined)	68%[activator]	-1%	-2%	-0.4	-7	4%	-1	-11	-2%
CSc1nc2ccccc2nc1N(C)S(=O)(=O)c1ccc(C)cc1	14%	?	-24%	-0.8	-4	7%	0	-12	1%
C[C@H](CO)N1C[C@H](C)[C@@H](CN(C)C(=O)Nc2ccnc(N3CCOCC3)c2)OCc2cnnn2CCCC1=O	5%	9%	-11%	0.3	2	1%	6	4	-8%
CCC1Oc2ccccc2N(CC(=O)N2CCCC2)C1=O (centres undefined)	2%	13%	1%	-0.6	1	-4%	-3	15	2%
O=c1cc(Cn2ccnc2)c2cc(O)ccc2o1	3%	35%	0%	-1.6	0	-1%	-2	17	-4%[57.1 µM]
O=C(Nc1ccc2[nH]ncc2c1)c1ccccc1Br	-2%	-15%	-10%	0.2	3	1%	1	-18	-32%
CC(C)(C)c1cc(C(=O)Nc2ccc(F)cc2)n(Cc2ccc(F)cc2)n1	?	2.8µM*	0%	-0.9	19	-5%	2	109	-13%
C=CCn1cccc(C(=O)Nc2ccc(F)cc2)c1=O	6%	24%	-7%	2.5	0	-6%	1	-16	-4%
COc1cccc(CNS(=O)(=O)c2ccc3c(c2)CC(C)N3C(=O)C2CC2)c1 (centres undefined)	0%	12%	-9%	-3.9	3	6%	-5	-7	-10%
CCN(c1ccccc1)S(=O)(=O)c1ccc(C(=O)NNC(=O)c2ccccc2F)cc1	?	?	1%	-0.7	-3	-5%	1	-2	12%
CCOC(=O)C1=C(COC(=O)CCNS(=O)(=O)c2ccc(C)c(C)c2)NC(=O)NC1C (centres undefined)	7%	12%	-12%	-0.2	-4	-5%	0	0	8%
COc1cc2nc(SCc3cccc(Cl)c3)n3nc(CCn4nc(C)cc4C)nc3c2cc1OC	-5%	4%	nt	nt	-8	-1%	nt	nt	nt
NS(=O)(=O)c1ccc(NC(=O)COC(=O)c2ncc(Cl)c(Cl)c2Cl)cc1	3%	1%	-4%	0.2	7	2%	-5	-1	-3%
COc1ccc(S(=O)(=O)NNS(=O)(=O)c2ccc(OC)c(OC)c2)cc1OC	0%	27%	-9%	0.3	-7	-6%	-5	?	0%
CCOc1ccc(CCNC(=O)CCc2nnc3ccc(N4CCCC4)nn23)cc1OCC	3%	1%	2%	-4.0	-5	4%	-1	6	8%
Cn1cccc1CC(=O)N/N=C/C=C/c1ccco1	-8%	0%	-1%	-5.6	-13	-1%	-55*	-2	?
COC(=O)C1=C(C)N(C)C(=O)NC1c1ccc(O)c(Cl)c1 (centres undefined)	0%	5%	9%	0.1	13	-1%	-3	1	0%
CCOc1ccc(CNC(=O)c2ccc(Sc3ccc(Cl)cc3)c(NC(C)=O)c2)cc1	7%&-12%	?	-22%	-2.8	0&-12	4%	14	-21	-6%
COc1ccc(NC(=O)O/N=C/c2ccccc2)cc1	5%	17%	4%	1.4	-1	-2%	-1	9	-9%
O=C(CNC(=O)c1ccc(Br)o1)Nc1cccc(S(=O)(=O)N2CCOCC2)c1	8%	13%	-10%	-0.2	1	-2%	-11	-5	-5%
Cc1ccc(CSCC(=O)N(C)CC(=O)Nc2ccc(Cl)c(Cl)c2)cc1	3%	?	2%	-3.7	-7	-1%	20	-10	-12%
O=C(O)C1CCN(C(=O)c2scc3c2OCCO3)CC1	-7%	6%	-3%	-1.5	9	10%	2	9	-9%
Cc1ccccc1CN1CCN(C(=O)c2cccc3ccccc23)CC1	-7%	10µM*	4%	0.4	-2	2%	0	1	8%
NS(=O)(=O)c1cc(C(=O)OCC(=O)NC2CC2)ccc1Cl	54%[activator]	0%	-13%	-1.2	-11	-16%	-2	2	-31%[57.1 µM]

Arranged by SMILES length (falling): three of the compounds above
SMILES	HEK293 tox	GLP1R inv ag	PLK1 PBD block	IL-2 act	D3 ag	GLP1R ag	PI5P4K alpha inh	D3 antag	WRN helicase inh
CCOc1ccc(CCNC(=O)CCc2nnc3ccc(N4CCCC4)nn23)cc1OCC	3%	1%	2%	-4.0	-5	4%	-1	6	8%
CSc1nc2ccccc2nc1N(C)S(=O)(=O)c1ccc(C)cc1	14%	?	-24%	-0.8	-4	7%	0	-12	1%
Cc1ccccc1CN1CCN(C(=O)c2cccc3ccccc23)CC1	-7%	10µM*	4%	0.4	-2	2%	0	1	8%

Additional results:
SMILES	HEK293 tox	GLP1R inv ag	PLK1 PBD block	IL-2 act	D3 ag	GLP1R ag	PI5P4K alpha inh	D3 antag	WRN helicase inh
O=C(N/N=C/c1ccc(-c2cccc([N+](=O)[O-])c2)o1)c1cccs1	8%	27%	-3%	-0.7	5	17%	-7	20	11%[57.1 µM]
COC(=O)c1ccc(COC(=O)C23CC4CC(CC(O)(C4)C2)C3)o1	1%	0%	-3%	-2.2	3	-3%	0	1	6%
Cc1ccc2[nH]c(O)c(N=NC(=O)c3ccc(NS(=O)(=O)c4cccs4)cc3)c2c1	-18%	23%	-17%	-0.3	-5	0%	-56*	1	-31%[57.1 µM]
CCCCN(CC)CCNC(=O)c1ccc2c(Cl)c3c(nc2c1)CCC3	?	?	-4%	-3.1	-22	11%	-5	-24	6%
Cc1ccc(NC(=O)CN2CCSc3ccc(S(=O)(=O)N4CCCC4)cc32)cc1C	-9%	?	nt	nt	-16	-2%	nt	nt	nt
Nc1ncnc2c1ncn2[C@H]1C[C@H](O)[C@@H](COP(=O)(O)O)O1	0%	3%	-9%	2.1	11	1%	-14	-9	-2%
CC(C)NC(=S)N/N=C1\CCCCc2ccccc21	-17%	?	-22%	2.0	-4	16%	1	2	2%
CC(=O)c1ccc(OC(=O)/C=C/c2ccccc2)cc1	3%	8%	1%	0.3	10	-2%	1	14	10%
COc1ccc(-c2coc3c(C(=O)NCC4CC4)cccc23)c(C)c1	-14%	?	-5%	-0.5	56*	-4%	1	276	-6%
COC(=O)[C@]1(Sc2ccc(C)cc2)CC(=O)N[C@@H]1c1ccccc1	2%	-9%	1%	-0.9	6	3%	-2	4	2%
O=C(CCc1ccccc1)NNC(=O)COc1ccccc1Cl	-6%	-19%	-11%	0.7	3	10%	-5	-6	20%
